Screens deposited in PubChem by National Center for Advancing Translational Sciences (NCATS).
KB-3-1 tox: qHTS assay for MDR1-selective chemotherapeutics: Primary screen using the parental adenocarcinoma cell KB-3-1. 400,000 tested, 1.4% active. Potency, µM (doses to about 46.1 µM), inactives show top-dose activity change, negative = cytotoxic, hits mostly cytotoxic. KB-3-1 viability, CellTiter-Glo ATP luminescence, 72 h; also: potency is read from the fitted curve at half-maximal effect; % is scaled to controls: 0 for no effect and ±100 for the full control effect; nearly all actives have a fitted effect of over 60% in size
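Cells are dispensed, compounds pinned in, plates held at 37 °C for 72 h, then CellTiter-Glo is added and luminescence read after 10 minutes. Cell line: parental KB-3-1 in phenol-red-free DMEM, 10% FBS.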
MCF10A rereplic: A quantitative high throughput screen for small molecules that induce DNA re-replication in MCF 10a normal breast cells; Potency, µM (doses to about 46.1 µM), for the others: at the top dose activity, positive = re-replication, usual class: activators; 350,000 tested, 2.9% active; MCF 10A DNA re-replication, Hoechst nuclear intensity, 48 h; also: potency is read from the fitted curve at half-maximal effect; % of control where 0% means no effect; nearly all actives have a fitted effect of over 50% in size
HEK293 tox: qHTS of GLP-1 Receptor Inverse Agonists: Cytotox Screen; Potency, µM (titrated, usually from 38.3 µM), for the others: at the top dose activity change, negative = inhibition, usual class: inhibitors; HEK293 cAMP-luciferase reporter cells, luminescence, 24 h; 410,000 tested, 0.13% active;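 also: loss of luciferase light is scored as toxicity; potency is read from the fitted curve at half-maximal effect; % is scaled to controls: 0 for no effect and ±100 for the full control effect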
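1536-well qHTS counterscreen of the MLSMR; 200 cells/uL, 12 h pre-incubation, 23 nL cpd, 24 h at 37 deg C 5% CO2, luciferase detection reagent, 12 min RT, luminescence. Inhibition = undesired.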
IL-1B inflam inh: qHTS for Inhibitors of Inflammasome Signaling: IL-1-beta AlphaLISA Primary Screen. THP-1 LPS/ATP IL-1B secretion, AlphaLISA, 16 h; stronger effect = lower value. activity change, % at 57.5 µM. 360,000 tested, 4.7% active; in the data active = activity change below about -50%; inconclusive = mostly about -30% to -49%; also: % is scaled to controls: 0 for no effect and ±100 for the full control effect
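THP-1 cells pretreated 1 hr with compounds (up to 57.5 uM final), then stimulated with LPS (250 ng/mL final) plus ATP (1.25 mM final); secreted IL-1B measured by AlphaLISA after 16 hr, decreased signal indicating inhibition.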
KB-V1 MDR tox: qHTS assay for MDR1-selective chemotherapeutics: Primary screen using the drug-selected MDR subline cells KB-V1. Potency, µM (top dose mostly 46.1 µM), for inactives: at the highest dose activity change, negative = cytotoxicity, hits mostly cytotoxic. AID 1347076, 2019. KB-V1 MDR cells viability, CellTiter-Glo, 72 h. 400,000 tested, 3.4% active; also: potency is read from the fitted curve at half-maximal effect; % is scaled to controls: 0 for no effect and ±100 for the full control effect; nearly all actives have a fitted effect of over 60% in size
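Compound-treated KB-V1 multidrug-resistant cells, 72 h, 37 degrees C; viability by CellTiter-Glo. Fitted qHTS curves give the values.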
HT1080NT lethal: qHTS for induction of synthetic lethality in tumor cells producing 2HG: qHTS for the HT-1080-NT fibrosarcoma cell line; HT-1080-NT fibrosarcoma viability, CellTiter-Glo ATP luminescence, 48 h; Potency, µM (doses to about 46.1 µM), for inactives: top-dose activity, negative = less viability, hits mostly cytotoxic; 360,000 tested, 1.6% active; AID 686970, 2013;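 also: NT is the 2HG producing partner of a matched IDH1 knockdown line; potency is read from the fitted curve at half-maximal effect; 0% = DMSO-treated cells and -100% = media-only wells without cells; nearly all actives have a fitted effect of over 55% in size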
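Compounds were tested in concentration-response format on HT-1080-NT cells for 48 hours at 37 degrees C. Cell viability came from CellTiter-Glo luminescence; curves were classified by r2, response magnitude and activity.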
DRD3 agonist: qHTS of D3 Dopamine Receptor Agonist: qHTS; D3R DiscoveRx beta-arrestin cells, luminescence, 90 min; D(3) dopamine receptor (Homo sapiens), P35462; 410,000 tested, 0.58% active; max activation, %; in the data active = max activation above about 30%; also: 0% is about no effect; mostly tested at two doses, the higher about 12 µM
Target sequence (P35462 whole entry, looked up): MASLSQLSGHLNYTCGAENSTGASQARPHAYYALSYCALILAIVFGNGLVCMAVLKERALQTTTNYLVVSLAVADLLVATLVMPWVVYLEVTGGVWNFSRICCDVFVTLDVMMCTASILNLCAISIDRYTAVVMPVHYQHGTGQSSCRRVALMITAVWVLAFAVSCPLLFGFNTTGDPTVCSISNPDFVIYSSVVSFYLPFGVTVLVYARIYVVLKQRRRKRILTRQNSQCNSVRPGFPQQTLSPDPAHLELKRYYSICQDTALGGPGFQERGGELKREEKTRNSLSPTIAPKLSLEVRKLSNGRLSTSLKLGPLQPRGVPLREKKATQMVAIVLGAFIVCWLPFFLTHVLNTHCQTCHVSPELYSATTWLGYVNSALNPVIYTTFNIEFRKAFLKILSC
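Cells at 1500/well, incubated overnight, then treated with pinned compounds (dopamine as control) for 90 min at 37 degrees C. DiscoveRx reagent added for 30 - 60 minutes at room temperature; luminescence read.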
HT1080 IDH1KD tx: qHTS for induction of synthetic lethality in tumor cells producing 2HG: qHTS for the HT-1080-IDH1KD cell line | Potency, µM (highest dose often 46.1 µM), for inactives: top-dose activity, negative = toxicity, actives largely listed as cytotoxic | 360,000 tested, 2% active | HT-1080 IDH1 knockdown viability, ATP luminescence, 48 h;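 also: potency is read from the fitted curve at half-maximal effect; 0% = DMSO wells and -100% = cell-free medium wells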
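Assay cells: HT-1080 with IDH1 knockdown, 750 per well, RPMI/5% FBS. Exposure: 48 h at 37 °C following 2 h pre-incubation. Read: CellTiter-Glo luminescence; fitted concentration-response, curve class assigned.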
SW480 rereplic: A quantitative high throughput screen for small molecules that induce DNA re-replication in SW480 colon adenocarcinoma cells. SW480 DNA re-replication, Hoechst DNA content imaging, 48 h. Potency, µM (top dose mostly 46.1 µM), for inactives: top-dose re-replication activation, actives largely listed as activators. 340,000 tested, 1.8% active. AID 624297, 2012; also: potency is read from the fitted curve at half-maximal effect; % of control where 0% means no effect; nearly all actives have a fitted effect of over 55% in size
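Readout is total intensity of Hoechst-stained nuclei, excited at 405 nm and collected at 500-530 nm. Compound treatment lasted 48 hr at 37 C in 5% CO2 before staining.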
Starred values were filed as active, the others as inactive; u = inconclusive; x = no result given; & = joins results of further samples. Unless noted, calls follow the shape of the dose curve; as a rule, active = well fitted curve in the direction sought with a large enough effect; inconclusive = small, poorly fitted or top-dose-only effect, or another doubt; inactive = no such curve, though single readings can be large; an effect the other way counts as inactive or inconclusive. Hits appear at their usual frequency; overall some 11% were active at least once.

SMILES	KB-3-1 tox	MCF10A rereplic	HEK293 tox	IL-1B inflam inh	KB-V1 MDR tox	HT1080NT lethal	DRD3 agonist	HT1080 IDH1KD tx	SW480 rereplic
COc1ccc(NC(=O)C2CCCN(S(=O)(=O)c3ccccc3)C2)c(OC)c1 (stereo not given)	-12.4%	7.7%	-2.1%	2.2	-8.9%	8.1%	-8.1	-0.4%	-2.9%
COc1ccc(-n2c(SCC(=O)Nc3cc(C)on3)nc3c([nH]c4ccccc43)c2=O)cc1OC	-3.3%	-0.3%	-19.5%	0.0	-2.8%	-26.8%	-6.1	-23.3%	0.9%
COC(=O)c1nn(-c2ccccc2)c(-c2ccccc2)c1C(=O)c1ccccc1	4.6%	u	-10.6%	9.1	-4.6%	-14.7%	0.0	-0.2%	u
Cc1ccc2ncccc2c1NC(=S)NC(=O)c1ccccc1	-3.2%	6.1%	0.0%	0.0	u	-11.4%	-2.9	-19.4%	-0.2%
Cc1ccccc1NCc1cccn1-c1nnc(N2CCC(C)CC2)s1	-0.4%	x	-5.2%	x	-46.1%	x	-2.1	x	x
O=C(Nc1cccc(-c2nc3ccccc3[nH]2)c1)c1cccc(NC(=O)c2ccco2)c1	u	u	u	-94.5*	2.1%	u	10.1	u	14.6µM*
CC(C)(C)c1cc(NC(=O)Nc2ccc(Br)cc2Cl)no1	-8.2%	u	u	-56.7*	1.0%	-19.8%	3.2	-16.1%	8.0%
O=C(CN1CCN(S(=O)(=O)/C=C/c2ccccc2)CC1)NCC(F)(F)F	-0.2%	-5.5%	-3.2%	-5.5	-11.4%	6.7%	-4.6	-1.0%	2.8%
COc1ccc(-c2noc(-c3ccccc3-c3ccccc3)n2)cc1	u	23.1%	-3.5%	-14.5	u	-3.8%	25.5	14.5%	3.8%
CC(C)c1ccc2[nH]c3c(c2c1)[C@@H]1CCN2C(=O)CCC[C@H](C3)[C@H]12	0.0%	28.2%	-10.1%	11.0	u	0.6%	29.0	3.0%	-0.9%
COC(=O)c1cc(C(=O)OCC(=O)Nc2ccc(N3CCOCC3)cc2)cc([N+](=O)[O-])c1	13.8%	-5.8%	0.0%	11.6	16.9%	9.2%	9.2	6.3%	-24.0%
COc1ccc(CCNc2ccc(C(CC(N)=O)NC(=O)Cc3ccc(Br)cc3)cc2[N+](=O)[O-])cc1 (stereo not given)	5.9%	11.6%	8.7%	29.9	22.1%	0.0%	-8.9	2.6%	-5.4%
O=C(NCCN1CCOCC1)c1cc2cc(Br)ccc2oc1=O	13.3%	13.4%	0.5%	-1.7	5.6%	9.6%	-0.9	12.8%	-4.9%
CCOC(=O)c1ccc(N2CSC3=C(C#N)C(c4cccs4)CC(=O)N3C2)cc1 (stereo not given)	-0.2%	1.8%	-1.5%	-1.2	-9.7%	-24.2%	1.7	u	-4.1%
CCc1ccccc1N1C(=O)N(Cc2cc(=O)n3ccccc3n2)c2ccccc2S1(=O)=O	0.0%	x	-10.3%	x	-20.7%	x	-11.4	x	x
Cc1sc(NC(=O)/C=C/c2ccco2)c(C(=O)O)c1C	-3.7%	-9.6%	-13.0%	-3.0	17.9%	-16.4%	-8.1	-10.3%	1.6%
COc1ccc(S(=O)(=O)N2CCN(C(=O)CC3CC4CCC3C4)CC2)cc1 (stereo not given)	0.0%	3.8%	2.4%	u	-22.5%	0.6%	3.2	-9.1%	u
COc1ccc(C(=O)C(=NN)c2ccccc2)cc1	-19.6%	x	-0.3%	0.0	1.6%	0.7%	0.1	-7.3%	x
COc1ccc(CC(=O)Nc2nnc3n2CCS3)cc1OC	7.2%	x	1.4%	x	u	x	-9.1	x	x
C/C(O)=C(/C#N)c1nc2ccccc2[nH]1	-0.4%	2.4%	9.3%	-13.6	u	0.3%	-2.7	-0.5%	2.4%

Next section; the last four above are carried over.
SMILES	KB-3-1 tox	MCF10A rereplic	HEK293 tox	IL-1B inflam inh	KB-V1 MDR tox	HT1080NT lethal	DRD3 agonist	HT1080 IDH1KD tx	SW480 rereplic
COc1ccc(S(=O)(=O)N2CCN(C(=O)CC3CC4CCC3C4)CC2)cc1 (stereo not given)	0.0%	3.8%	2.4%	u	-22.5%	0.6%	3.2	-9.1%	u
COc1ccc(C(=O)C(=NN)c2ccccc2)cc1	-19.6%	x	-0.3%	0.0	1.6%	0.7%	0.1	-7.3%	x
COc1ccc(CC(=O)Nc2nnc3n2CCS3)cc1OC	7.2%	x	1.4%	x	u	x	-9.1	x	x
C/C(O)=C(/C#N)c1nc2ccccc2[nH]1	-0.4%	2.4%	9.3%	-13.6	u	0.3%	-2.7	-0.5%	2.4%
Cc1ccc(S(=O)(=O)Nc2nc3cc(C)c(C)cc3[nH]2)cc1	1.5%	u	u	-9.4	-20.9%	-11.9%	1.4	u	5.9%
CCOc1ccc(NC(=S)NC(C)CCc2ccccc2)cc1 (stereo not given)	-6.8%	4.1%	7.8%	7.1	10.3%	-18.0%	3.4	1.4%	-21.3%
CCOc1ccc(-c2cc(C(=O)NCc3cc(C(F)(F)F)cc(C(F)(F)F)c3)[nH]n2)c(C)c1	0.0%	x	2.0%	-3.0	10.7%	u	0.5	-16.1%	x
CC1CC(C)CN(S(=O)(=O)c2ccc(F)c(C(=O)Nc3ccc(Cl)cc3F)c2)C1 (stereo not given)	13.9%	2.3%	-17.6%	-5.4	4.8%	17.2%	0.9	0.0%	-2.9%
C(=N\N1CCN(Cc2cccc3ccccc23)CC1)/c1ccco1	-17.1%	2.6%	3.0%	-8.1	-8.5%	-7.7%	-19.8	-5.4%	-4.5%
CCN(CC)S(=O)(=O)c1ccc2c(c1)nc(SCc1nc3ccsc3c(=O)[nH]1)n2CC	4.6%	2.6%	-5.8%	0.0	u	-28.4%	0.2	-18.8%	0.8%
O=C(O)CCCNC(=O)C(c1ccccc1)c1ccccc1	9.6%&5.8%	u	6.5%&6.0%	10.0&4.0	28.2%&12.8%	13.7%&18.4%	8.5&11.0	17.3%&9.1%	-2.5%&-0.6%
CCC(=O)c1ccc(OCC(=O)O)cc1	-4.2%	0.4%	-8.4%	6.1	-0.4%	10.0%	0.8	1.4%	u
CCN(CC)c1ccc(NC2CC(=O)N(CCc3ccc(OC)cc3)C2=O)cc1 (stereo not given)	9.0%	11.4%	u	-10.5	1.9%	-6.2%	4.0	-6.5%	u
O=C(NCC1CCCO1)c1ccccc1NS(=O)(=O)c1ccc(Br)s1 (stereo not given)	10.2%	-2.4%	-23.9%	23.0	9.2%	3.4%	5.0	0.7%	-3.7%
C=C(C)C1CC=C(C)/C(=N/NC(=O)COc2ccccc2C)C1 (stereo not given)	-4.2%	5.0%	-15.0%	-5.4	0.0%	3.0%	8.4	-1.3%	-1.9%
Cc1cccc(C)c1-n1ncc(C(=O)NCCN2CCOCC2)c1C1CCN(C(=O)OC(C)(C)C)CC1	16.9%	x	-3.3%	x	11.6%	x	0.2	x	x
O=S(=O)(NCCN1CCCC1)c1cccc2cccnc12	9.0%	3.3%	2.4%	31.8	28.7%	0.0%	-13.9	-3.6%	3.0%
CCOC(=O)N1CCC(NC(=O)c2oc3c(c2C)-c2[nH]ncc2CC3)CC1	7.3%	-4.0%	-4.1%	9.3	u	7.4%	5.4	0.7%	-7.3%
O=C(c1ccc(=O)[nH]c1)N(Cc1ccco1)C1(C(=O)NC2CCCC2)CCCCC1	4.0%	0.2%	-11.4%	2.1	u	12.1%	3.6	17.6%	-4.6%
CC(=O)c1cc(CN2CCCCC2)cc(OC(C)C)c1	-6.2%	u	-7.8%	-9.7	-3.3%	0.9%	-2.5	-6.5%	u
COc1ccccc1-n1cc(-c2ccc(C)cc2)[nH]c1=S	u	18.4µM*	-24.7%	13.4	23.1µM*	10.3µM*	-13.0	u	u
COc1ccc(C2Oc3ccccc3C3=C2C(c2cccs2)n2ncnc2N3)cc1 (stereo not given)	5.8µM*	u	u	-15.0	5.8µM*	u	-8.3	8.2µM*	u
CC(=O)Nc1nonc1-c1nnc(SCC(=O)Nc2ccc(F)cc2F)n1-c1ccccc1	22.0%	x	0.1%	x	25.6%	x	6.3	x	x
CCc1ccc(OCC(=O)N2CCN=C2c2ccccc2)cc1	2.4%	21.4%	1.1%	-19.4	2.5%	-0.9%	0.4	2.1%	-2.6%
COc1ccc(S(=O)(=O)N(CC(=O)Nc2cccnc2)c2ccccc2OC)cc1	13.1%	17.6%	2.0%	21.5	7.2%	6.6%	6.3	1.4%	u
COc1ccccc1NC(=O)c1ccc2snnc2c1	-6.8%	3.0%	6.4%	-11.8	-13.7%	-1.8%	-9.6	2.6%	-5.6%
Cc1ccc(C(=O)CSc2nnc(-c3ccccc3)o2)cc1	-8.3%	-20.7%	-15.2%	-3.2	18.4%	-2.4%	-1.4	-18.1%	-27.8%
Cc1ccc(C2NS(=O)(=O)N=C2N)cc1 (stereo not given)	-3.4%	8.9%	2.3%	3.2	3.3%	-2.3%	-8.3	-9.3%	-2.1%
Cc1cc(C)cc(C(=O)NC(CC(N)=O)c2ccc(N3CCN(C)CC3)c([N+](=O)[O-])c2)c1 (stereo not given)	19.1%	-8.1%	-27.6%	-2.5	-3.9%	10.0%	-5.7	11.2%	-9.9%
